GAA inh: blocks human lysosomal alpha-glucosidase; 0.005% of 200,000 active; Potency, µM (series often up to 76.9 µM), without a hit: top-dose activity change, negative = inhibition, usual class: inhibitors; AID 1466; purified human GAA, 4-MU-alpha-glucoside fluorescence;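 further: plate controls were uninhibited enzyme wells for no effect and no-enzyme background for full effect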
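Human enzyme at 4 nM with 400 uM 4-methylumbelliferyl-alpha-D-pyranoside, citrate/phosphate buffer pH 5.0, 0.005% Tween-20, 20 min at room temperature. Compounds up to 77 uM. 4-MU fluorescence (Ex 365/Em 440) read after NaOH/glycine stop; AC50 from Hill fit.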
ALDH1A1 block: inhibitors of human aldehyde dehydrogenase 1A1; Purified ALDH1A1, NADH fluorescence, propionaldehyde substrate; 7.3% of 220,000 active; P00352; Potency, µM (series often up to 75.3 µM), for the others: at the top dose activity, negative = inhibition, actives largely listed as inhibitors; active means well fitted inhibition curve with a large enough effect, not every such curve was filed as active; inconclusive means small, poorly fitted or top-dose-only effect, or another doubt; inactive means no such curve, though single readings can be large or run the other way;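 further: plate controls were no enzyme wells and a reference inhibitor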
Target sequence (P00352 whole entry, looked up): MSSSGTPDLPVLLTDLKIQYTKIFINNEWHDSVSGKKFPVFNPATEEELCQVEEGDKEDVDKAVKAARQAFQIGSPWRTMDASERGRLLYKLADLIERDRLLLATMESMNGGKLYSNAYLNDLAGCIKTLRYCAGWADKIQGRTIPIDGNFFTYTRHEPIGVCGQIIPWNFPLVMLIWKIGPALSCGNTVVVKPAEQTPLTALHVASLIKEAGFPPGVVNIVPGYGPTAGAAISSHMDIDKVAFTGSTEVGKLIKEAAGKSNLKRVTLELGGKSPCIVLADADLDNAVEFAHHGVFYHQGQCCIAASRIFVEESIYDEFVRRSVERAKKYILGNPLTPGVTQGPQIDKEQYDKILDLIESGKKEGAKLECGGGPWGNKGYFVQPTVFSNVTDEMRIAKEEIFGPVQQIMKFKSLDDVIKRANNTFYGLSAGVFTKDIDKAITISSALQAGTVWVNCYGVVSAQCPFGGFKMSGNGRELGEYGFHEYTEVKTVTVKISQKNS
GAA glycogen: inhibitors or activators of human alpha-glucosidase glycogen cleavage; P10253; recombinant GAA, glycogen substrate, Amplex Red glucose oxidase fluorescence; Potency, µM (highest dose often 76.4 µM), for inactives: at the highest dose activity change, negative = inhibition, actives largely listed as inhibitors; 0.38% of 300,000 active;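 further: 0% = full enzyme reaction and -100% = no-enzyme basal signal; the screen sought inhibitors and activators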
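qHTS, 1536-well; enzyme 4 nM final; cpd up to 77 uM; substrate bovine liver glycogen 30 ug; 50 mM citrate/phosphate pH 5.0, 0.01% Tween-20; 37 C, 40 min; Amplex Red detection 45 min RT; Hill fit → AC50.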
GAA spleen mod: inhibitors or activators of human alpha-glucosidase in spleen homogenate. P10253. 0.006% of 240,000 active. AID 2112. Potency, µM (titrated, usually from 79.9 µM), for the others: at the highest dose activity change, negative = inhibition, most hits filed as inhibitors. human spleen homogenate, 4-MU-alpha-glucoside fluorescence;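 further: 0% = enzyme with vehicle and -100% = no enzyme basal signal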
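Enzyme source: human spleen homogenate, 1 ug/well. Buffer 50 mM citric acid/K phosphate pH 5.0, 0.01% Tween-20. 4-MU-alpha-glucoside 1 mM; 37 C x 40 min; NaOH/glycine stop; fluorescence.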
NPSR antag: neuropeptide S receptor (human) antagonism, cAMP | Q6W5P4 | CHO-NPSR cells, cAMP TR-FRET, antagonist mode | Potency, µM (highest dose often 38.3 µM), without a hit: at the highest dose activity change, negative = inhibition, usual class: inhibitors | 1% of 220,000 active | AID 1461; further: on the % scale 0 is the no-effect control and ±100 the full control effect; nearly all actives have a fitted effect of over 50% in size; many of its hits are not listed in these tables
Epigenetic reg: epigenetic control regulation, reporter derepression | murine LDR cells, GFP reporter derepression, 30 h | Potency, µM (top dose mostly 53.9 µM), for inactives: top-dose GFP activation, usual class: activators | 0.2% of 280,000 active; further: % of control where 0% means no effect; nearly all actives have a fitted effect of over 60% in size
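Reporter derepression read as number of fluorescent GFP-positive objects, 20-120 um in size, counted by laser-scanning cytometer. Mouse LDR line with an epigenetically silenced CMV-GFP locus; compound incubation 30 h, 37 C.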
Tau fluor counter: counter-screen for tau fibril formation inhibitors | Potency, µM (top dose mostly 57.7 µM), without a hit: at the highest dose activity change, negative = decrease | tau K18 P301L (four-repeat tau fragment) Alexa594 fluorescence, heparin fibrillization | 0.93% of 280,000 active | AID 1463; further: on the % scale 0 is the no-effect control and ±100 the full control effect; nearly all actives have a fitted effect of over 55% in size
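Human K18 P301L tau (15 uM unlabeled plus 0.24 uM Alexa 594-labeled, final) in 100 mM sodium acetate pH 7 was mixed with compound and 20 uM heparin and incubated 6 hr at 37 C.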
GLA spleen mod: alpha-galactosidase A (human) modulation. 0.008% of 240,000 active. Potency, µM (highest dose often 80 µM), for the others: at the top dose activity change, negative = inhibition, most hits filed as inhibitors. P06280. human spleen homogenate, 4MU-alpha-Gal fluorescence, 40 min. AID 2107;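 further: 0% = enzyme with vehicle and -100% = no enzyme basal signal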
Target sequence (P06280 32-429 limits assumed): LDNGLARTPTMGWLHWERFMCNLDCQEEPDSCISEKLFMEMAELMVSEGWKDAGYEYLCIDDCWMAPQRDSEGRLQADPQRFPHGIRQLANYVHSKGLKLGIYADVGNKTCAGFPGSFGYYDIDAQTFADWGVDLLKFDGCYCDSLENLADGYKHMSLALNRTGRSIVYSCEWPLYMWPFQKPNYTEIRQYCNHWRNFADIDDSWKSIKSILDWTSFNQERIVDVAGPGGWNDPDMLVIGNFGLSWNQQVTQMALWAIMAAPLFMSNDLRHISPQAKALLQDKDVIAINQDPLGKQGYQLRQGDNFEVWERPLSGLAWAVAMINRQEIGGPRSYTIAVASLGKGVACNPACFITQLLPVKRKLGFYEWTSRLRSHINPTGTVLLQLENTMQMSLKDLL
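Spleen homogenate 1 ug + cpd (titration) + 4-MU-alpha-D-galactopyranoside 1 mM; 37C 40 min; 50 mM citrate/phosphate pH 5.0, 0.01% Tween-20; stop pH 10; fluorescence 365/440; AC50 via Hill.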
* marks the source's active call; other numbers are inactive results; ? = inconclusive; nt = not tested or not shown; & = joins results of further samples; [ ] = remark or other dose. Unless noted, the call rests on the fitted dose curve; in most records, active means well fitted curve in the direction sought with a large enough effect; inconclusive means small, poorly fitted or top-dose-only effect, or another doubt; inactive means no such curve, though single readings can be large; an effect the other way counts as inactive or inconclusive. Potency means the concentration at half of the fitted maximal effect.

Each structure is followed by: GAA inh	ALDH1A1 block	GAA glycogen	GAA spleen mod	NPSR antag	Epigenetic reg	Tau fluor counter	GLA spleen mod
> Cc1nnc(SCc2cccc([N+](=O)[O-])c2)o1
    -3.1%	2.0%	10.3%	-3.2%	8.2%	-2.9%	-5.3%	-8.8%
> O=C(COC(=O)c1ccc2c(c1)OCO2)Nc1ncc(Cl)cc1Cl
    1.2%	1.0%	9.1%	-0.3%	3.6%	-0.9%	1.1%	-6.2%
> COc1ccc(/C=N/NC(=O)c2ccncc2)cc1[N+](=O)[O-]
    -9.7%	?	-5.3%	-6.1%	2.5%	7.0%	-8.1%	-3.3%
> COc1ccc(N(C(=O)C(C)C)S(=O)(=O)c2ccc3c(c2)n(C)c(=O)n3C)cc1
    -4.0%	2.3%	0.6%	-10.7%	-9.2%[46.1 µM]	5.3%	-0.1%	0.9%
> CCc1ccc(-c2nc(CN3CCC(C(=O)N4CCN(c5ccccn5)CC4)CC3)c(C)o2)cc1
    0.2%	?	5.4%	-14.5%	?	-1.0%	-19.4%	-14.3%
> O=C(CN1CCN(S(=O)(=O)c2ccc(Cl)cc2)CC1)Nc1ccc2c(c1)OCO2
    -14.9%	9.4%	-13.0%	-2.9%	-26.8%[46.1 µM]	-0.9%	-6.1%	4.7%
> COc1ccc(N=Cc2oc3ccc4ccccc4c3c2O)cc1
    -3.8%	-5.9%	-1.2%	-18.8%	10.4%	?	-20.3%	5.5%
> CCN(CC)c1ccc(/C=N/NC(=O)Cc2ccc(OC)c(OC)c2)cc1
    ?	?	1.0%	0.9%	25.4%	1.5%	-8.5%	?
> Cn1c(CN2CCOCC2)nc2cc(NC(=O)COc3ccccc3)ccc21
    5.5%	-0.8%	17.8%	-9.1%	2.1%	-0.1%	-5.0%	-6.2%
> Cc1cccc(N2C(=O)C(O)=C(C(=O)c3cccs3)C2c2cccc(Oc3ccccc3)c2)n1 (stereo unspecified)
    nt	nt	-0.3%	8.5%	-41.1%	1.6%	4.9%	7.7%
> CCN1CCN(C(c2cc(OC)c(OC)c(OC)c2)c2nnnn2C(C)C)CC1 (stereo unspecified)
    -6.8%	?	0.2%	-5.1%	-1.8%[46.1 µM]	?	-3.4%	2.5%
> CCCNC(=O)CN(C)S(=O)(=O)c1ccc(F)cc1
    1.3%	-0.8%	-3.0%	-7.5%	8.8%	-1.9%	11.6%	-0.8%
> Cc1cc2nnc(SCc3ccccc3)n2c(N)n1
    -4.3%	-10.5%	-2.0%	-0.7%	11.5%[46.1 µM]	-1.1%	5.9%	-3.6%
> COc1ccc(NC(=O)c2ccc3snnc3c2)cc1
    -2.6%	-13.1%	4.9%	-4.2%	0.2%[46.1 µM]	2.5%	-10.4%	-4.8%
> Cn1c(NC(=O)/C=C/c2ccc(Cl)c(Cl)c2)cc(=O)n(C)c1=O
    -0.7%	-1.0%	0.0%	-1.2%	-15.5%	1.0%	-21.0%	-6.4%

Some values from the list:
GAA glycogen, COc1ccc(N=Cc2oc3ccc4ccccc4c3c2O)cc1 = -1.2%
GAA glycogen, Cc1cc2nnc(SCc3ccccc3)n2c(N)n1 = -2.0%
GLA spleen mod, Cc1nnc(SCc2cccc([N+](=O)[O-])c2)o1 = -8.8%

Next part
Each structure is followed by: GAA inh	ALDH1A1 block	GAA glycogen	GAA spleen mod	NPSR antag	Epigenetic reg	Tau fluor counter	GLA spleen mod
> Cc1ccc(NC(=O)c2oc3ccc(S(=O)(=O)N4CCOCC4)cc3c2C)c(C)c1
    10.9%	?	3.8%	-1.3%	-23.8%	2.3%&9.7%	-12.1%&8.0%	1.0%
> COCCCNC(=O)CSc1nc2ccccc2c(=O)n1CCC(=O)NCCc1ccc(OC)c(OC)c1
    -1.9%	?	5.4%	-1.2%	7.7%	-4.1%	-2.9%	-0.1%
> COc1cc2c(c(OC)c1OC)-c1c(cc3c(c1OC)OCO3)C[C@H](C)[C@@](C)(O)C2
    nt	nt	7.0%	3.7%	-8.0%	7.8%	-13.4%	2.8%
> Cc1c(-n2cccc2C=O)cccc1[N+](=O)[O-]
    10.9%	0.0%	-16.2%	-4.2%	15.2%	2.2%	4.8%	2.4%
> CCCCc1ccc(NC(=O)CN2NS(=O)(=O)c3ccccc3C2=O)cc1
    0.0%	3.98µM*	-11.2%	-16.3%	-9.5%[46.1 µM]	-0.2%	-17.3%	-3.4%
> COc1cccc(C(=O)Nc2cccc3c2ccc2cccn23)c1
    -5.8%	-4.5%	2.7%	0.1%	0.3%	?	-11.2%	10.4%
> Cc1ccc(C)c2[nH]c(=O)c(CN(Cc3ccc4c(c3)OCO4)Cc3nnnn3Cc3ccco3)cc12
    -13.6%	?	0.2%	-4.0%	?	-1.4%	-11.5%	-6.6%
> NS(=O)(=O)c1ccc(CCNC(=O)/C=C/c2ccc([N+](=O)[O-])cc2)cc1
    0.3%	-15.8%	-9.4%	-0.1%	-7.4%	-0.1%	-11.2%	-7.2%
> COc1ccc(/C(C)=C2\SC(=S)N(CCC(=O)O)C2=O)cc1
    1.3%	-8.7%	4.4%	-24.1%	-11.4%[46.1 µM]	-0.7%	-5.2%	-1.6%
> CCOC(=O)C1CCCN(C(=O)c2cncc(Br)c2)C1 (stereo unspecified)
    -0.3%	-3.6%	11.7%	2.8%	12.7%[46.1 µM]	0.7%	4.3%	-3.5%
> CC(C(=O)N1CCN=C1c1ccccc1)N1C(=O)c2ccccc2C1=O (stereo unspecified)
    nt	nt	5.2%	2.9%	34.7%	2.5%	-13.2%	-3.2%
> Cn1cc(CN2CCCCC2CO)c(-c2ccc(Oc3ccccc3)cc2)n1 (stereo unspecified)
    -5.6%	?	9.9%	-2.4%	-13.9%	3.1%	-9.2%	-4.2%
> CCOC(=O)N1CCN(C(=O)C2c3cc(OC)c(OC)cc3C(=O)N3CCc4ccccc4C23)CC1 (stereo unspecified)
    -7.2%	?	4.3%	-5.7%	-11.5%[46.1 µM]	-0.8%	7.1%	2.3%
> CCC(=O)N1CCN(CCN=CC2=C(O)CC(C)(C)CC2=O)CC1
    -5.5%	?	0.2%	2.8%	-9.9%[46.1 µM]	0.9%	2.1%	3.7%
> CCCCC1CC(C)(C(=O)CSc2nc3ccccc3s2)OC1=O (stereo unspecified)
    0.6%	?	?	-3.3%	-32.5%[46.1 µM]	2.3%	-17.7%	-2.8%
> Cc1nn(C)c(Cl)c1CN1CCCC(CO)(Cc2cccc(Cl)c2)C1 (stereo unspecified)
    -0.7%	2.7%	-6.3%	3.2%	12.6%	0.0%	2.3%	-4.3%
> Cc1nc2ccccn2c1C(=O)CSc1ccc(Cl)cc1Cl
    -5.2%	7.4%	-0.4%	-10.4%	14.2%[46.1 µM]	0.0%	-11.6%	2.4%
> Cc1onc(-c2ccccc2Cl)c1C(=O)NCc1nc(-c2ccccc2)no1
    ?	?	-24.9%	-9.2%	-19.9%[46.1 µM]	2.4%	-15.8%	-4.1%
> CCOC(=O)c1sc(N)c(C#N)c1COC(=O)CNC(=O)c1cc(OC)c(OC)c(OC)c1
    -8.2%	-8.9%	4.0%	1.6%	-12.7%[46.1 µM]	-5.7%	-18.6%	2.9%
> Cc1sc(NC(=O)/C=C/c2ccc(C(C)C)cc2)c(C#N)c1C
    2.1%	?	2.3%	-6.0%	-10.5%[46.1 µM]	-1.9%	-3.0%	0.3%
> CCOC(=O)c1c(C)oc2ccc(OS(C)(=O)=O)cc12
    -11.0%	-5.3%	10.3%	-1.8%	10.9%	-2.9%	-28.3%	-0.6%
> COC(=O)N1C(/C=C/C=C/c2ccc(OC)cc2)=Cc2ccccc2C1CC(C)=O (stereo unspecified)
    nt	?	nt	13.4%[17.4 µM]	nt	nt	-1.1%[11.6 µM]	-2.6%[17.5 µM]
> COc1ccc(CNCC(O)COCc2cccs2)cc1 (stereo unspecified)
    -5.9%	-15.8%	7.5%	-1.7%	7.5%[46.1 µM]	0.2%	-0.3%	-3.4%
> CCCOc1c(Br)cc(C2C3=C(CCCC3=O)N(C)C3=C2C(=O)CCC3)cc1OC
    12.3%	?	9.7%	-11.7%	-7.0%	1.1%	-4.5%	1.0%
> Cc1cc(C)c2c(n1)sc1c(O)cc(=O)[nH]c12
    2.1%	?	2.1%	-27.1%	6.1%[46.1 µM]	1.1%	-7.8%	?
> O=C(NCCN1CCN(c2ccccc2)CC1)C1CCN(S(=O)(=O)c2cccc3nonc23)CC1
    ?	-2.3%	0.3%	-7.1%	2.5%[46.1 µM]	3.4%	-3.2%	-11.5%
> Cc1cn(COC/C=C/c2ccccc2)c(=O)[nH]c1=O
    1.1%	0.1%	-1.6%	0.7%	-19.0%[7.67 µM]	0.3%	-5.7%	7.5%
> C=CCNC(=O)c1ccc(Cn2cc(C(F)(F)F)ccc2=O)cc1
    -3.8%	-3.7%	4.1%	7.0%	2.6%	1.8%	-9.0%	9.0%
> O=C(c1cc([N+](=O)[O-])ccc1Cl)N1CCN(Cc2ccc3c(c2)OCO3)CC1
    7.0%	?	-5.6%	6.5%	10.1%	-0.5%	-10.8%	6.4%
> COc1ccc2nc(NC3=NCN(CC4CCCO4)CN3)nc(C)c2c1 (stereo unspecified)
    -1.4%	-4.9%	-1.0%	-2.7%	5.8%[46.1 µM]	-1.0%	-0.1%	2.9%
> CN1CCCC(OC(=O)c2cccc(S(=O)(=O)N3CCCCCC3)c2)C1 (stereo unspecified)
    nt	nt	5.6%	-15.7%	29.7%	-2.6%	-7.8%	2.7%
> CC(C)[C@H](NC(N)=O)C(=O)NCCc1ccc(Cl)cc1Cl
    0.0%	-4.9%	0.5%	-0.8%	-1.5%	0.0%	-5.7%	2.0%
> COc1ccccc1C(=O)C1CCCN(C(=O)CCc2ccccn2)C1 (stereo unspecified)
    -3.3%	17.8µM*	5.4%	3.5%	-10.5%	-6.6%	-1.7%	0.2%
> COC(=O)C(CC(=O)c1cccc(OC)c1)c1ccc(F)cc1 (stereo unspecified)
    -3.1%	-7.8%	-0.1%	2.1%	-14.1%	1.1%	-13.8%	-21.8%

This is a subset; the hit share may differ from the screen's.
